GRP78 ERSR act: induces the endoplasmic reticulum stress response in human glioma cells. U87-MG GRP78 promoter luciferase reporter, 16 h. Potency, µM, without a hit: top-dose activation, actives largely listed as activators. 420,000 tested, 0.02% active. AID 602332; also: potency is read from the fitted curve at half-maximal effect; series mostly up to about 76 µM; % of control where 0% means no effect; nearly all actives have a fitted effect of over 35% in size
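ERSR induction read as luciferase luminescence (Bright-Glo, 10 min at room temperature) in stably transfected human U87-MG glioma cells exposed to compounds for 16 h, using GRP78 as sensor.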
D2 PAM: positive allosteric modulators of human D2 dopamine receptor. P14416. HEK293 T-REx D2, calcium flux, EC20 dopamine potentiation. potentiation, % at 10 µM. 340,000 tested, 0.34% active. AID 485347;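 active = potentiation over 3 SD above the plate norm, cut at about 30% in these data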; also: 0% is about no effect
Target sequence (P14416 whole entry, looked up): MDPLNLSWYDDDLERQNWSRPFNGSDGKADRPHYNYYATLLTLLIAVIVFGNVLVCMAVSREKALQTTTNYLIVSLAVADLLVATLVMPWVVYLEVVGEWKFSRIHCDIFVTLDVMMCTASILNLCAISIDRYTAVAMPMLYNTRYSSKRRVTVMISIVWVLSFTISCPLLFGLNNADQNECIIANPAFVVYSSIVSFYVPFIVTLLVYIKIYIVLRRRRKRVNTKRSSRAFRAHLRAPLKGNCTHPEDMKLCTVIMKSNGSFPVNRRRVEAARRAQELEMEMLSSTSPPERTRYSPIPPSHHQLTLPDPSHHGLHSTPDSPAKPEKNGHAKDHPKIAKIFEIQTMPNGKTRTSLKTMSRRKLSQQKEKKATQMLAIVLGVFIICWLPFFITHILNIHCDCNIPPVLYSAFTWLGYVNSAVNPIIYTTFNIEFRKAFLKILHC
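Primary screen. Calcium kinetics in induced HEK293 T-REx D2 cells: compound pre-addition 180 s, EC20 dopamine, 180 s more.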
RXFP1 ag: RXFP1 (human) receptor agonism | HEK293T-RXFP1 cAMP TR-FRET, 30 min; response scale: percent of porcine relaxin response, buffer zero | Potency, µM (highest dose often 57.5 µM), for inactives: top-dose activation, hits mostly activators | Q9HBX9 | 370,000 tested, 0.3% active | AID 2676; also: potency is read from the fitted curve at half-maximal effect; % is scaled to controls: 0 for no effect and ±100 for the full control effect; nearly all actives have a fitted effect of over 60% in size; many of its hits are not listed in these tables
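Agonist response is measured as cAMP accumulation in an RXFP1-transfected HEK293T line under PDE4 inhibition. Values are scaled between buffer-only and 29 nM porcine relaxin, and EC50s come from standard Hill equation fits.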
D1 antagonist: blocks dopamine activation of the human D1 receptor. P21728. HEK293 TREx D1 cells, calcium flux, dopamine EC80; hits give low values. activity change, negative = inhibition, % at 10 µM. 360,000 tested, 3.2% active. AID 504652; in the data active = activity change below about -30%; also: % is scaled to controls: 0 for no effect and ±100 for the full control effect
Target sequence (P21728 whole entry, looked up): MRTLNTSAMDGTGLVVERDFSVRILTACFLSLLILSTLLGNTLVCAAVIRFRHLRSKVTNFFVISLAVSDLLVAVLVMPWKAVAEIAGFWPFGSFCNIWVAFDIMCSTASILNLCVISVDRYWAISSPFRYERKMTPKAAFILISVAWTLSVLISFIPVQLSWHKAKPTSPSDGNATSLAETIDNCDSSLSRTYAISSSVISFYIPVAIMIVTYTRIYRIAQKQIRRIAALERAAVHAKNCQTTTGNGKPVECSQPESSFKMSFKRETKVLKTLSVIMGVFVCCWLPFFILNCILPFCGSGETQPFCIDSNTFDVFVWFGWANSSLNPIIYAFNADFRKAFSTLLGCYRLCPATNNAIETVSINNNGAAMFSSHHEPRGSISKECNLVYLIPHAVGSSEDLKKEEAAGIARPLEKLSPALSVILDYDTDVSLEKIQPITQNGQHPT
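Compound effects on dopamine-evoked calcium signalling were measured in tetracycline-induced HEK293 Trex D1 cells. Dopamine at EC80 followed a 180 s compound pre-read, and fluorescence was tracked kinetically for 180 s more.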
D1 agonist: agonists of human D1 dopamine receptor | P21728 | HEK293 T-REx D1 cells, calcium flux, agonist mode | activation, % at 2 µM | 360,000 tested, 1% active | AID 504660; in the data active = activation above about 30%; also: 0% is about no effect
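Tetracycline-induced HEK293 TREx D1 cells, force-coupled to calcium signalling, were dye-loaded with a no-wash calcium kit. Compound was pin-added after a 10 s baseline. Fluorescence was read kinetically at 1 cycle/s for 180 s, with calcium rises flagged as agonism.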
D1 PAM: potentiators of human D1 dopamine receptor; HEK293 TREx D1 cells, calcium flux, dopamine EC20 potentiation; potentiation, % at 10 µM; 360,000 tested, 0.036% active; in the data active = potentiation above about 30%; also: 0% is about no effect
Vif-A3F inh: Vif-A3F binding inhibition | HeLa A3F-eYFP + Vif (tagged APOBEC3F with the HIV-1 protein that degrades it), YFP fluorescence increase | Potency, µM (highest dose often 46.1 µM), for inactives: top-dose activity, negative = active | 390,000 tested, 0.2% active | AID 602313; also: potency is read from the fitted curve at half-maximal effect; % of control where 0% means no effect; nearly all actives have a fitted effect of over 65% in size
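HeLa cells stably expressing A3F-eYFP plus Vif, plated and incubated overnight at 37 deg C, then exposed to compounds overnight at 37 deg C. Blocked degradation read as raised yellow fluorescence (Ex 488/Em 500-530).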
Vif-A3G inh: inhibitors of Vif-APOBEC3G interaction. HeLa A3G-eYFP + Vif (tagged APOBEC3G with the HIV-1 protein that degrades it), YFP fluorescence, overnight. AID 602310. Potency, µM (series often up to 46.1 µM), for inactives: at the top dose activity, negative = active, most hits filed as inhibitors. 410,000 tested, 0.076% active;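 also: potency is read from the fitted curve at half-maximal effect; % is scaled to controls: 0 for no effect and ±100 for the full control effect; nearly all actives have a fitted effect of over 60% in size; hits raise eYFP signal because A3G escapes Vif-driven loss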
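HeLa cells stably expressing Vif and C-terminally eYFP-tagged A3G, seeded overnight at 37 deg C, then exposed to compound by pintool overnight at 37 deg C. Rise in yellow fluorescence (Ex 488/Em 500-530, Acumen) marks blocked Vif-driven A3G degradation.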
LDHA inh: blocks human lactate dehydrogenase A | P00338 | purified LDHA, NADH/diaphorase-resazurin fluorescence; hits give low values | activity change, % (values are at about 110 or 230 µM) | 480,000 tested, 0.15% active; in the data active = activity change below about -30%; inconclusive = mostly about -25% to -30%;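 also: plate controls were DMSO wells for no effect and wells without enzyme for full effect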
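LDH5 2 nM; NADH 0.06 mM, pyruvate 0.2 mM; 200 mM Tris pH 7.4, EDTA, Tween-20; 5 min RT. Detection: diaphorase 0.133 mg/mL + resazurin 37 µM, fluorescence ex540/em590 at 0 and 20 min; normalized to enzyme-free and DMSO wells.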
* marks the source's active call; other numbers are inactive results; ? = inconclusive; . = not tested or not shown. Unless noted, calls follow the shape of the dose curve; as a rule, active = well fitted curve in the direction sought with a large enough effect; inconclusive = small, poorly fitted or top-dose-only effect, or another doubt; inactive = no such curve, though single readings can be large; an effect the other way counts as inactive or inconclusive.

SMILES	GRP78 ERSR act	D2 PAM	RXFP1 ag	D1 antagonist	D1 agonist	D1 PAM	Vif-A3F inh	Vif-A3G inh	LDHA inh
Cc1c(NC(=O)CN(c2ccc(F)cc2)S(=O)(=O)c2ccccc2)c(=O)n(-c2ccccc2)n1C	-7%	9	6.3%	8	1	-14	4%	1%	-5
O=C1C2C3C=CC([C@@H]2C(=O)N1c1nccs1)C31CC1 (some centres not stated)	-1%	-2	2.9%	6	1	3	-5%	-3%	-1
COc1ccccc1N1CCN(C(=O)Cn2cnc3c2c(=O)n(C)c(=O)n3C)CC1	-3%	-1	15%	0	2	4	-2%	-1%	-1
CCN(c1cccc(C)c1)S(=O)(=O)c1ccc2c(c1)CCN2C(C)=O	-5%	-15	1.3%	-10	7	-6	-4%	-18%	-5
C/C(CC(=O)Nc1ccc2ccccc2c1)=N\NC(=O)c1ccc(O)c(O)c1	9%	.	1.6%	-19	8	-14	-3%	-6%	23
COc1ccc(S(=O)(=O)N2CCOCC2)cc1NC(=O)CCCOc1ccc(Cl)cc1C	-7%	18	0.0%	10	12	-5	-16%	0%	-2
O=C(COC(=O)/C=C/c1cccc(Br)c1)NC1CCCCC1	-3%	-10	3.3%	-11	3	3	-5%	-21%	-4
COC(=O)c1sc(NC(=O)COc2ccccc2OC)nc1C	0%	.	0.5%	3	3	-3	13%	-1%	-6
CC(C)(C)OC(=O)N[C@@H](COCc1ccccc1)C(=O)N[C@@H](CO)[C@H](O)[C@@H]1C[C@@H]1C(=O)NC1CCCCC1	-2%	0	-0.1%	10	2	0	4%	2%	1
COc1cc2cncc(Cc3ccc(Cl)cc3)c2cc1OC	-3%	13	2.2%	-45*	5	0	3%	7%	-3

Overlap with the part before: 3 compounds; new compounds follow.
SMILES	GRP78 ERSR act	D2 PAM	RXFP1 ag	D1 antagonist	D1 agonist	D1 PAM	Vif-A3F inh	Vif-A3G inh	LDHA inh
COC(=O)c1sc(NC(=O)COc2ccccc2OC)nc1C	0%	.	0.5%	3	3	-3	13%	-1%	-6
CC(C)(C)OC(=O)N[C@@H](COCc1ccccc1)C(=O)N[C@@H](CO)[C@H](O)[C@@H]1C[C@@H]1C(=O)NC1CCCCC1	-2%	0	-0.1%	10	2	0	4%	2%	1
COc1cc2cncc(Cc3ccc(Cl)cc3)c2cc1OC	-3%	13	2.2%	-45*	5	0	3%	7%	-3
O=C(NCc1ccc(F)cc1)C(c1cccnc1)N(C(=O)c1csnn1)c1ccccc1 (configuration not stated)	0%	6	17%	8	10	3	-19%	-9%	0
O=C(N/N=C/c1ccc(-c2ccc(Br)cc2)o1)c1ccc2c(c1)OCO2	1%	-3	3.6%	-14	2	-2	-3%	-1%	5
CCN(CC)CCSc1nc2ccc(OC)cc2[nH]1	1%	.	0.2%	2	3	0	3%	-1%	2
CCN(CC)S(=O)(=O)c1cccc(-c2nnc(SCC(=O)NC3CCCC3)n2N)c1	-2%	6	1.2%	-14	-1	3	-5%	-6%	0
CCOc1ccc(CCNC(=O)c2c(C)oc3ncn(CC(C)C)c(=O)c23)cc1OCC	-2%	-2	-0.2%	2	0	-4	-1%	-3%	-3
CCn1c(=N)n(CC(=O)c2ccc(Br)s2)c2ccccc21	3%	-6	0.8%	9	10	-1	1%	-5%	-2
O=C(NCCc1ccccc1)C(c1ccccc1)N(C(=O)c1csnn1)C1CC1 (configuration not stated)	-9%	2	1.0%	33	0	1	7%	1%	-13
Cc1ccc(C)c(Oc2coc3cc(OCC(=O)Nc4ccccc4C(C)C)ccc3c2=O)c1	.	6	0.1%	7	8	1	.	.	.
COc1ccc(NC(=O)CN2C(=O)COc3ccc(C)cc32)cc1	-3%	1	-2.3%	-8	3	-2	0%	-9%	-2
Cc1nc(Cl)c(C#N)c2c1CCCC2	-8%	5	2.1%	-1	1	7	6%	0%	-1
Cc1ccc(C)c(N2CC(C(=O)Nc3cc(C)on3)CC2=O)c1 (configuration not stated)	-3%	13	0.0%	-2	3	6	3%	-3%	-5
CCc1ccc(OCc2nc(-c3ccc(-n4cccc4)cc3)no2)cc1	.	-1	0.0%	34	0	-4	.	.	2
Cn1c(Cn2c(=O)sc3ccccc32)nnc1SCC(=O)N1CCCCCC1	-3%	4	-0.6%	4	1	-7	0%	0%	-7
COCC(C)Nc1ncnc2c1cnn2-c1ccc(Cl)cc1 (configuration not stated)	-4%	6	-1.0%	-21	0	-2	0%	-15%	-3
CCOc1ccc(C2/C(=C(/O)c3ccc(F)cc3)C(=O)C(=O)N2CCCN(C)C)cc1 (configuration not stated)	-7%	.	-0.3%	4	1	-1	-14%	2%	-1
O=C(CSc1nnc(Cc2ccccc2)o1)NCc1ccc2c(c1)OCO2	-3%	0	-1.1%	-3	4	-5	12%	5%	-7
COc1ccccc1CNC(=O)C(=O)NCC1OCCCN1S(=O)(=O)c1cccs1 (configuration not stated)	-2%	8	0.2%	-9	1	-3	-8%	-5%	-2
COc1ccc(CNC(=O)CSc2nc3ccc(N)cc3s2)cc1	-6%	-5	-0.3%	-32*	0	-1	4%	-6%	4
COc1ccccc1NC(=O)CNC(=O)c1ccc(F)cc1	0%	-26	0.4%	-6	4	7	-13%	0%	2
O=C(CCC(=O)c1ccc(Oc2ccccc2)cc1)Nc1ccc(Cl)cc1Cl	0%	-1	0.9%	3	12	4	0%	-3%	-10
CCn1ncc(C2=NOC(C(=O)Nc3c(C)n(C)n(-c4ccccc4)c3=O)C2)c1C (configuration not stated)	-2%	-10	0.6%	-11	3	-2	-3%	-3%	-2
COc1ccccc1NC(=O)C(C)Sc1nc(-c2ccccc2)cn1N (configuration not stated)	-3%	11	1.0%	-9	0	0	-3%	0%	1
COc1ccc(-n2nc3c(c2NC(=O)C2CCCC2)CS(=O)(=O)C3)cc1	-5%	8	0.2%	-1	2	1	7%	-1%	-14
O=C(NN=Cc1c(O)ccc2ccccc12)c1ccc2c(c1)OCO2	-1%	.	.	.	.	.	7.9µM*	?	2
C=CCOC(=O)C1=C(C)NC(SCC(=O)N(CC)CC)=C(C#N)C1c1ccccc1 (configuration not stated)	-3%	-3	2.2%	-4	1	-5	.	1%	8
O=C(COc1ccc2ccc(=O)oc2c1)OCc1ccccc1	-2%	3	1.6%	-6	1	2	-4%	1%	1
Cc1cccc(CCNC(=O)c2ccc3c(c2)nc2n3CCCCC2)c1	-3%	0	0.0%	11	-1	-2	6%	-3%	3
CS(=O)(=O)c1ccc2nc(NC(=O)c3cccc(NS(=O)(=O)c4ccc(F)c(F)c4)c3)sc2c1	-4%	0	1.5%	-15	1	-4	-5%	-5%	1
CCOC(=O)CC(NS(=O)(=O)c1ccc2[nH]cc(C(=O)O)c(=O)c2c1)c1ccc(OCC)c(OC)c1 (configuration not stated)	-4%	.	2.6%	-7	6	-10	-18%	3%	-11
Cc1ccc(CN2C(=O)N(c3ccc(F)cc3)C(=O)C2CC(=O)Nc2ccc(Cl)cc2)cc1 (configuration not stated)	-1%	-24	-2.0%	-9	6	-2	1%	6%	2
CCN(CC)CCN(C(=O)c1c(F)cccc1F)c1nc2cc(C)cc(C)c2s1	-2%	-19	2.0%	9	4	-3	?	7%	-1
CCOC1OC(=O)C(Cl)=C1Nc1ccccc1C (configuration not stated)	-3%	-6	-0.5%	8	2	2	-12%	0%	-6
O=C(CC(=O)c1ccccn1)c1ccccc1	-1%	.	.	.	.	.	17%	1%	8
Cc1cnc(NC(=O)c2cccs2)s1	-7%	-9	-0.1%	-3	0	-3	-7%	-20%	-1
CC(C)C(=O)N1CCN(c2ccc(NC(=O)c3ccc([N+](=O)[O-])o3)cc2)CC1	-17%	5	-3.3%	-2	4	-1	5%	-26%	17
CC(C)(C)c1ccc(C(=O)NCC(c2cccs2)S(=O)(=O)c2cccs2)cc1 (configuration not stated)	2%	-6	-0.1%	13	2	4	1%	-3%	-2
COc1ccc2nc3sc(C(=O)NCCN4CCc5ccccc5C4)cc3cc2c1	1%	-34	0.1%	-4	1	10	1%	-9%	9
COc1ccc(-n2nnnc2C2CCN(S(=O)(=O)c3cccc(C(F)(F)F)c3)CC2)cc1	1%	10	-2.7%	0	4	-3	0%	9%	-4
CCC(=O)NC(=S)Nc1ccc(-c2nc3ccccc3s2)cc1	1%	10	27%	-9	3	-2	-2%	-1%	-5
COC(=O)c1ccc(C)c(NC(=O)CN2C(=O)c3ccccc3S2(=O)=O)c1	-4%	-4	1.0%	1	0	-3	-4%	0%	-3
CCCCOC(=O)N/N=C/C=C/c1ccccc1	0%	-6	1.0%	13	3	-3	-3%	-1%	-6
CC1CC(=O)N(CC(=O)NC2CCCCC2)c2ccccc2S1 (configuration not stated)	-2%	2	0.2%	-26	1	-3	-1%	3%	-2
COc1ccc(C(=O)NNC(=O)CN(C)S(=O)(=O)c2ccc(Cl)cc2)c(OC)c1OC	-4%	3	2.3%	0	2	-6	-6%	2%	0
O=S(=O)(c1cccs1)N1CCCc2ccccc21	8%	1	1.1%	-2	2	1	3%	-8%	-12
COc1ccccc1NC(=O)C1=C(C)Nc2ncnn2C1c1ccc[nH]1 (configuration not stated)	-4%	-13	1.3%	5	5	-4	-6%	-2%	0
NC(=S)N/N=C/c1ccccc1OC(=O)c1cc2ccccc2oc1=O	6%	29	-1.3%	-4	-1	-1	?	3%	-5
Cc1ccc(CNC(=O)C(C)n2c(=O)cc(C(F)(F)F)c3c(C)nn(C)c32)cc1 (configuration not stated)	-1%	3	-1.3%	-3	5	-4	2%	2%	-6
O=C(O)c1cc([N+](=O)[O-])ccc1Oc1ccccc1	-3%	.	.	.	.	.	22%	1%	-6
COc1ccc(-c2noc(-c3cccs3)n2)cc1OC	-1%	0	4.5%	18	2	-4	6%	-6%	-10
O=C(Cn1c2ccccc2c2nc3n(c(=O)c21)CCS3)Nc1ccccc1C(F)(F)F	-5%	.	9.2%	-1	5	-3	-10%	-7%	0

Compound activity from PubChem.

Not all compounds are listed, so the mix of outcomes need not match the whole.
